C-LANA FP – inhibitors of KSHV C-LANA binding to DNA, primary screen, biochemical, fluorescence polarization, FAM-LBS DNA, MBP-C-LANA, single point; inhibition, % at 9 µM; actives 0.078% (n = 340,000);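 active means highest replicate inhibition at or above 60% at 9 µM, even if other replicates fall short; inactive means all replicates below 60% inhibition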;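 further: 0% = neutral control wells and 100% = 4 µM acridine orange control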
Rtt109 Vps75 – inhibitors of C. albicans Rtt109/Vps75 HAT, primary screen, biochemical, ThioGlo CoA-SH fluorescence, plate reader | Histone acetyltransferase RTT109 (Candida albicans (strain SC5314 / ATCC MYA-2876)), … | inhibition, % at 34.9 µM | actives 0.16% (n = 330,000) | purified Rtt109/Vps75, 4 h;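 active means inhibition of at least 50% in every replicate; inconclusive means best replicate reaches 50% inhibition but some replicates fall short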
Target sequence (Q5AAJ8 whole entry, looked up): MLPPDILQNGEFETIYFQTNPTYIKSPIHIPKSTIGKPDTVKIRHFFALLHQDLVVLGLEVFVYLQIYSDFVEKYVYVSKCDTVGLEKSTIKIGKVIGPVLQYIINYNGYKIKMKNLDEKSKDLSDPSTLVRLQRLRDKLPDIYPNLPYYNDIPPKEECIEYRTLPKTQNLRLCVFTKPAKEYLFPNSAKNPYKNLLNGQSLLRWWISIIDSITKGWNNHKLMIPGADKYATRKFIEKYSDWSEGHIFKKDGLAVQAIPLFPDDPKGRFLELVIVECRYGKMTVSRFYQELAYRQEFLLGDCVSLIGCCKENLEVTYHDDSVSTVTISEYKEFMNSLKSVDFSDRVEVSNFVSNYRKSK
RTF Ca sens inh – cardiac RTF calcium sensitivity inhibitors, primary screen, biochemical, IANBD-TnC fluorescence, EC70 calcium | IANBD-labeled cardiac RTF, Ca2+ fluorescence | inhibition, % at 7.15 µM | actives 0.12% (n = 340,000) | AID 493244, 2011;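 active means inhibition above the mean inhibition of all tested compounds plus 3 SD, cut at about 17% in these data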;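 further: assay run at fixed EC70 calcium of 1.6 mM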
SUMO Mot1 rescue – yeast Mot1-301 growth rescue at high temperature, primary screen, SUMOylation pathway inhibitor project, S. cerevisiae, ATP luminescence, 38.5C | S. cerevisiae Mot1-301 growth rescue; percent above DMSO median, 100 means doubled | growth rescue, % at 18.8 µM | actives 1% (n = 320,000) | AID 2716, 2010;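 active means every valid replicate shows activation above 250% relative to neutral control wells; inactive means the rest, any valid replicate at or below 250%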;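 further: OY570 slx delta 5 strain wells were the positive control but not used for scaling; some compounds called inactive have numbers as strong as hits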
dFosB activator – activators of delta FosB homodimer, primary screen, biochemical, fluorescence polarization, TAMRA-CDK5 oligo, single point; Protein FosB (Mus musculus), P13346; purified delta FosB; percent of positive-control signal above neutral wells; activation, % at 25 µM; actives 0.99% (n = 340,000);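 active means mean activation above about 17%, with every replicate also reaching it, limit read from the data, passing the limit was not always enough; inconclusive means only one of the two conditions met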;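 further: fluorescence polarization rise as delta FosB binds a TAMRA Cdk5 AP-1 oligo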
cardiac RTF act – cardiac RTF calcium sensitivity activators, primary screen, biochemical, IANBD-TnC fluorescence, EC20 calcium; Troponin I, cardiac muscle (Homo sapiens) + Troponin T, cardiac muscle (Homo sapiens) + …; IANBD-labeled TnC RTF fluorescence at EC20 calcium; 0% EC20 calcium, 100% full calcium; activation, % at 7.2 µM; actives 0.24% (n = 340,000);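 active means activation above the mean over all tested compounds plus 3 SD, cut at about 30% in these data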;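 further: rise in fluorescence read as greater calcium sensitivity of cardiac thin filaments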
PfHsp90 yeast 2 – growth inhibition of PfHsp90-expressing yeast, primary screen, antimalarial PfHsp90 inhibitor project, S. cerevisiae, BacTiter-Glo luminescence, single point, set 2; BacTiter-Glo ATP, 48 h; yeast lacking PDR1 and PDR3 efflux regulators; inhibition, % at 9.4 µM; actives 0.32% (n = 310,000); AID 504621, 2011;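 active means every replicate shows inhibition above about 80%, whatever the replicate mean, limit read from the data; inconclusive means mean inhibition reaches the set limit but some replicate falls short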;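 further: 0% = DMSO neutral controls and 100% = 20 µM radicicol positive controls; yeast relying on Plasmodium falciparum Hsp90 in place of its own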
Keap1-Nrf2 PPI – Keap1-Nrf2 protein-protein interaction inhibitors, primary screen, biochemical, fluorescence polarization, single point. Kelch-like ECH-associated protein 1 (Homo sapiens), Q14145. Keap1 Kelch-Nrf2 peptide fluorescence polarization, 1536-well. inhibition, % at 9.4 µM. actives 0.15% (n = 340,000). AID 504523, 2011; in the data active means inhibition above about 12%; inconclusive means no clear call, values can overlap the other calls; inactive means below about 7.3%;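 further: human Keap1 Kelch domain with fluorescein labeled Nrf2 9mer peptide probe; 0% = neutral control wells and 100% = peptide positive control; higher means more block of Keap1 binding to Nrf2 peptide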
Target sequence (Q14145 whole entry, looked up, the tested form may be a part): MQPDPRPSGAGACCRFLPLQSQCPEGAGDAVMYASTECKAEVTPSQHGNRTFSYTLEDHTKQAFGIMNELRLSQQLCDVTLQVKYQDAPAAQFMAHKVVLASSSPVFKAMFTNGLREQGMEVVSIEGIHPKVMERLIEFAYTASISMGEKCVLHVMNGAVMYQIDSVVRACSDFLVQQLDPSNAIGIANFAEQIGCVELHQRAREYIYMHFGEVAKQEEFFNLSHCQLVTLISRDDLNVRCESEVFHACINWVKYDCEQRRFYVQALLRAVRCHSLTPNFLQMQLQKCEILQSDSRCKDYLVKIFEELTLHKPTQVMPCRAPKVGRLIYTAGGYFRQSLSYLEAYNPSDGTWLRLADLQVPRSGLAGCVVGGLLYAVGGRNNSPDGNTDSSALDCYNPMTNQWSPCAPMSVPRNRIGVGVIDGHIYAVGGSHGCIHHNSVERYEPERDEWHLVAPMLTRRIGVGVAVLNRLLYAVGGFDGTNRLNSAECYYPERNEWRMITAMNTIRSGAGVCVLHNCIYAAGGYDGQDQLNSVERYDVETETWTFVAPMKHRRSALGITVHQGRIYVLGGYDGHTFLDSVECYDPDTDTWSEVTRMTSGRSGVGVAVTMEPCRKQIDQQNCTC
CDK5 p35 inh – inhibitors of human CDK5/p35 kinase, primary screen, biochemical, single concentration; inhibition, % at 10 µM; Cyclin-dependent kinase 5 (Homo sapiens) + Cyclin-dependent kinase 5 activator 1 (Homo …; Recombinant CDK5/p35, ADP-Glo luminescence, 60 min; actives 0.01% (n = 330,000);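 active means highest replicate inhibition of at least 50% and at least 75% of replicates reaching 50%; inconclusive means only one of the two criteria met; inactive means both criteria failed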;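 further: plate controls were DMSO neutral control for no effect and GW8510 at 10 µM for full effect; many of its hits are not listed in these tables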
NSD2 HMT inh – NSD2 histone methyltransferase inhibitors, primary screen, biochemical, AlphaScreen, single concentration, set 2. NSD2 peptide methylation, 120 min. inhibition, % at 12.5 µM. actives 0.54% (n = 310,000); in the data active means inhibition above about 50%
PvdQ inh – P. aeruginosa PvdQ acylase inhibitors, primary screen, biochemical, fluorescence, plate reader and imaging, single point; purified PvdQ acylase; inhibition, % at 10 µM; actives 0.063% (n = 340,000); in the data active means inhibition above about 30%, passing the limit was not always enough; inconclusive means no clear call, values can overlap the other calls;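 further: 0% = vehicle neutral wells and 100% = reference inhibitor wells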
* hit, by the source's call; i = inactive; ? = inconclusive; . = not tested or not shown.

SMILES | C-LANA FP | Rtt109 Vps75 | RTF Ca sens inh | SUMO Mot1 rescue | dFosB activator | cardiac RTF act | PfHsp90 yeast 2 | Keap1-Nrf2 PPI | CDK5 p35 inh | NSD2 HMT inh | PvdQ inh
Cc1ccc(NC(=O)C2CC(=O)N/C(=N/N=C/c3ccco3)S2)cc1C (centres undefined) | -0.9 | -7.3 | -8.7 | 12.5 | ? | 0.1 | -6.9 | -1.5 | -2.3 | -0.3 | -8.4
CSc1ccccc1C(=O)N(C)C(c1ccccc1)c1ccccc1 | 0.2 | 2.1 | -5.0 | -16.3 | -4.7 | -6.6 | -5.4 | -6.5 | -1.2 | 0.8 | -27.6
CSc1nnc(C)c(/C=C/Nc2ccc(F)cc2)n1 | -0.3 | 9.6 | 2.9 | -9.9 | -13.3 | -5.4 | -1.5 | -0.1 | 0.5 | 4.4 | 12.4
CCN(CC)CC(=O)N1N=C(c2cccs2)CC1c1ccco1 (centres undefined) | 0.1 | 7.5 | -4.8 | -42.6 | -17.2 | 7.7 | 2.5 | -5.9 | -0.6 | 2.8 | 4.5
CCCCn1c(SCC(=O)c2ccccc2)nc2c1c(=O)[nH]c(=O)n2C | -0.7 | 2.0 | -3.3 | -5.7 | -4.6 | -3.1 | -13.4 | 2.6 | 0.1 | . | 1.2
CCC(C)N(C(=O)COc1ccc(NC(C)=O)cc1)C1CCS(=O)(=O)C1 (centres undefined) | 0.8 | 7.6 | 7.2 | -34.0 | -4.4 | 1.5 | 1.8 | 4.0 | -0.1 | -3.1 | -12.5
Clc1ccc(-c2[nH]ncc2N=Nc2ccccc2)cc1 | -0.2 | 3.6 | 1.3 | 14.9 | -3.7 | -3.2 | -11.4 | -2.3 | 0.4 | 0.2 | -10.1
COc1ccc(-c2csc(N(CCCN3CCOCC3)C(=O)c3ccco3)n2)cc1 | 0.5 | -3.0 | 1.8 | 2.6 | 1.4 | 5.3 | -3.5 | -3.9 | 1.7 | -2.2 | -6.3
CCn1c(SCC(=O)N2CCCC2)nc2ccccc2c1=O | 0.2 | 5.0 | -0.4 | 15.6 | 0.1 | 3.5 | -12.9 | -0.5 | 2.0 | 0.7 | -15.7
COc1ccc(S(=O)(=O)Nc2ccccn2)c(C)c1C | -0.1 | -4.5 | 2.0 | 12.2 | 7.8 | -0.5 | -11.1 | -2.3 | -0.5 | 11.0 | -18.9
CN1CCN(C(CNC(=O)c2ccc(Br)o2)c2ccc(F)cc2)CC1 (centres undefined) | -1.7 | -6.8 | -1.7 | 44.6 | -2.1 | 4.4 | . | -5.8 | 0.0 | 3.0 | -7.1
O=C(Nc1nc(-c2ccccc2)cs1)C1COc2ccccc2O1 (centres undefined) | -0.2 | -3.6 | 2.2 | 10.1 | 0.0 | -3.8 | 12.2 | -2.2 | -0.6 | 2.7 | -5.9
COc1ccc(N2CSC3=C(C#N)C(c4cccc(OC)c4OC)CC(=O)N3C2)cc1 (centres undefined) | 0.6 | -0.6 | -2.1 | -5.2 | -11.3 | -3.6 | 7.6 | -2.3 | -1.3 | . | -3.2
Cc1nc(C)n(CC(O)COc2ccc(C(=O)c3ccccc3)cc2)n1 (centres undefined) | 1.9 | 2.4 | 6.5 | 3.5 | -3.3 | -2.7 | . | -1.9 | 1.0 | -1.8 | 9.7
CNC(=O)COc1coc(CN2CCN(c3ccc(F)cc3)CC2)cc1=O | 1.5 | -6.7 | -4.0 | -6.8 | -6.2 | -1.1 | 9.7 | -0.7 | 0.4 | -0.7 | -11.1
COc1cc(C(=S)N2CCCCC2)ccc1OCC(=O)Nc1ccccc1Cl | -1.1 | 9.9 | -0.3 | 10.4 | -5.7 | -6.7 | -9.7 | -1.0 | 0.5 | -2.8 | 11.1
CCOC(=O)c1c(/N=C/c2cccc(C)c2O)sc2c1CCN(C)C2 | 0.9 | 0.5 | -11.9 | -9.0 | 1.5 | 2.7 | 0.7 | -3.1 | . | 13.4 | -5.2
CCOc1ccc2nc(NS(=O)(=O)c3ccc(NC(C)=O)cc3)sc2c1 | 1.5 | 0.4 | 2.4 | 17.7 | 1.4 | -5.4 | -25.2 | 1.2 | 0.8 | -1.4 | -6.2
Cc1cccc(C(=O)NCC(c2cccs2)N2CCOCC2)c1 (centres undefined) | -0.8 | -21.3 | -5.2 | 4.1 | -3.2 | 6.0 | . | 1.6 | -2.0 | -1.0 | -10.9
COc1cc2c(cc1OC)C(COc1ccc([N+](=O)[O-])cc1)N(C(C)=O)CC2 (centres undefined) | 3.4 | -7.8 | -4.4 | -7.2 | -7.3 | -5.3 | -22.5 | 0.3 | 0.3 | 6.5 | -15.6
Cc1ccc(C(=O)Nc2ccc3ccccc3c2)cc1 | 1.8 | 0.6 | -8.2 | -3.9 | -5.7 | 0.7 | 4.7 | -3.8 | 0.5 | 17.0 | -4.7
O=S(=O)(/N=C(\Nc1ccc(F)cc1)C(F)(F)F)c1ccccc1 | 1.8 | -4.0 | 3.8 | 4.1 | 3.9 | -1.6 | -4.2 | 2.4 | -1.4 | 4.7 | 3.4
Cc1ccc(C2=NN(CC(=O)NCc3cccs3)C(=O)CC2)cc1 | -0.8 | 6.2 | -17.6 | 399.1* | -6.3 | -0.8 | 23.5 | -6.7 | -7.6 | -0.2 | -12.9
COc1ccc2sc(-c3ccc(S(C)(=O)=O)cc3)c(C#CCO)c2c1 | -1.3 | 4.4 | -2.5 | -2.2 | -4.6 | -6.1 | -11.0 | -5.1 | -0.1 | . | 15.3
CCC/C(O)=C1\C(=O)CC(c2ccccc2)CC1=NCCc1c(C)[nH]c2ccccc12 (centres undefined) | -0.5 | 1.8 | -4.0 | 5.9 | -4.5 | 6.2 | -20.5 | -8.3 | 0.3 | . | -12.2
The list continues.
SMILES | C-LANA FP | Rtt109 Vps75 | RTF Ca sens inh | SUMO Mot1 rescue | dFosB activator | cardiac RTF act | PfHsp90 yeast 2 | Keap1-Nrf2 PPI | CDK5 p35 inh | NSD2 HMT inh | PvdQ inh
CC(C)(C)OC(=O)c1c(N)n(CCCN2CCCC2=O)c2nc3ccccc3nc12 | 1.1 | i | -5.0 | -5.5 | -10.0 | 0.8 | -14.0 | 1.4 | 0.1 | -1.0 | -1.0
Cc1cc(=O)[nH]c(SCc2cccc(Br)c2)n1 | 0.7 | 4.7 | -4.5 | 16.3 | 3.4 | -5.2 | 3.3 | -4.9 | 0.0 | 29.6 | 6.4
Cc1cc(=O)oc(C)c1C(=O)NCCC1=CCCCC1 | 2.1 | -1.2 | -6.2 | -15.0 | -4.2 | 4.7 | -29.2 | -2.3 | -0.2 | -0.2 | -5.2
COc1ccc(-c2csc(NCCc3nc4cc(Cl)c(Cl)cc4n3CCCO)n2)cc1 | 1.6 | 5.1 | -0.8 | 230.3 | 1.1 | 4.2 | . | -1.3 | 2.2 | . | -10.9
COc1ccc(CCC(=O)Nc2sc(C(=O)N(C)C)c(C)c2C#N)cc1 | 0.9 | -9.2 | 8.4 | . | -2.9 | -0.9 | 1.7 | -1.1 | -0.6 | -1.8 | 7.0
Cc1sc2nc(SCC(=O)NCc3ccco3)n(Cc3ccccc3)c(=O)c2c1C | -1.7 | 1.5 | 3.3 | -6.7 | 4.5 | -8.2 | -8.2 | -5.2 | 0.3 | -0.8 | -2.6
CCOC(=O)C1CCCN(C(=O)CCCn2c(=O)c3cccn3c3cccnc32)C1 (centres undefined) | -0.4 | 9.1 | 2.4 | -7.3 | -3.5 | -5.0 | 9.7 | -4.0 | -0.9 | -1.2 | 3.3
COc1ccc(N2CC(C(=O)Nc3ccccc3C(=O)NCc3ccco3)CC2=O)cc1 (centres undefined) | -0.6 | -8.2 | 4.9 | 104.1 | 0.3 | -0.6 | 32.8 | -3.0 | -0.8 | -1.1 | -9.0
COc1ccccc1COC(=O)c1cccc(S(=O)(=O)N2CCCC2)c1 | 0.4 | 0.6 | -8.0 | . | -2.7 | 14.9 | -11.7 | -2.3 | -4.2 | -3.1 | -13.5
Cc1noc(C)c1COc1ccc(C(=O)OCC(=O)Nc2ccc(S(N)(=O)=O)cc2)cc1 | 0.7 | 15.6 | -8.6 | -5.4 | -6.4 | -2.2 | . | 0.6 | -0.2 | 1.2 | -23.8
c1ccc(-n2nnnc2Oc2ccc(-c3nnco3)cc2)cc1 | 0.2 | 5.2 | 9.4 | 112.5 | -6.1 | -7.0 | . | 3.8 | 1.1 | 0.2 | -2.5
COc1ccccc1OCCC(=O)OCC(=O)Nc1ncc(Cl)cc1Cl | 2.9 | 1.8 | -4.2 | 7.9 | -1.8 | 0.2 | 11.3 | 0.4 | -0.2 | 5.2 | -17.2
O=C(CN1CCCCCC1)Nc1ccc(Br)cn1 | 2.8 | -2.1 | -5.3 | -0.1 | 1.9 | 3.5 | 5.4 | -5.3 | -8.5 | 3.6 | -4.8
Cc1ccccc1C(=O)NC(=S)NCC1CCCO1 (centres undefined) | -0.3 | 2.7 | -5.0 | -25.9 | 0.6 | -0.9 | 15.6 | 0.1 | 0.7 | -0.7 | -14.9
CCN(CC)C(=O)/C(=C/c1cn(S(=O)(=O)N(C)C)c2ccccc12)NC(=O)c1ccc(OC)cc1 | -0.7 | -14.2 | -11.0 | 14.3 | 0.7 | 5.2 | 6.5 | -2.9 | -4.9 | 0.7 | -8.7
COC(=O)[C@H]1C[C@@H]1[C@H](NC(=O)c1cnccn1)c1ccccc1 | 1.3 | 4.8 | -2.6 | -4.2 | -2.6 | 10.2 | 13.5 | -4.1 | -1.0 | . | -3.6

Among those listed so far, these have a cyano group.
SMILES | C-LANA FP | Rtt109 Vps75 | RTF Ca sens inh | SUMO Mot1 rescue | dFosB activator | cardiac RTF act | PfHsp90 yeast 2 | Keap1-Nrf2 PPI | CDK5 p35 inh | NSD2 HMT inh | PvdQ inh
COc1ccc(N2CSC3=C(C#N)C(c4cccc(OC)c4OC)CC(=O)N3C2)cc1 (centres undefined) | 0.6 | -0.6 | -2.1 | -5.2 | -11.3 | -3.6 | 7.6 | -2.3 | -1.3 | . | -3.2
COc1ccc(CCC(=O)Nc2sc(C(=O)N(C)C)c(C)c2C#N)cc1 | 0.9 | -9.2 | 8.4 | . | -2.9 | -0.9 | 1.7 | -1.1 | -0.6 | -1.8 | 7.0

Compound activity deposited in PubChem BioAssay by several laboratories.
